# Rtt109 Vps75: inhibitors of Candida albicans Rtt109/Vps75 histone acetyltransferase | inhibition, % at 34.9 µM | actives 0.16% (n = 330,000) | Q5AAJ8 | AID 540336 | purified Rtt109/Vps75, ThioGlo CoA-SH fluorescence, 4 h;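 active = inhibition of at least 50% in every replicate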
# Wnt act: Wnt/beta-catenin pathway activation. Wnt/beta-catenin reporter cell assay, activator, plate reader. activation, % at 9.35 µM. actives 1.2% (n = 300,000); in the data active = activation above about 30%, passing the limit was not always enough;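 also: 0% = neutral control wells and 100% = positive control wells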
# cardiac RTF act: cardiac RTF calcium sensitization; AID 493008; IANBD-labeled TnC RTF fluorescence at EC20 calcium; 0% EC20 calcium, 100% full calcium; P19429+P45379; actives 0.24% (n = 340,000); activation, % at 7.2 µM;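 active = activation above the mean over all tested compounds plus 3 SD, cut at about 30% in these data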;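 also: rise in fluorescence read as greater calcium sensitivity of cardiac thin filaments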
# SR-BI DiI-HDL act: enhances SR-BI lipid uptake from DiI-HDL. CHO ldlA[mSR-BI] cells, DiI-HDL uptake fluorescence, 3 h; 100 = double the neutral-control signal. activation, % at 12.5 µM. actives 0.096% (n = 320,000). AID 504775;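 active = mean replicate activation of at least 60% and every replicate at or above 60%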;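 also: 0% = median plate neutral-control signal and 100% = twice that signal; values of inactives mirror those of a sister screen read the other way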
#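 Material: SR-BI-overexpressing, LDLR-lacking CHO cells | Dosing: Single compound concentration, delivered by pin transfer | Probe or stimulus: Labelled HDL, 10 µg/mL | Signal: Bottom-read cell fluorescence after medium removal, ex 550/em 595 nm | Schedule: 3 h, 37 °C | Evaluation: HDL uptake via cellular fluorescence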
# HTR5A ag ctr: counter-screen for OPRM1-OPRD1 agonists: human HTR5A agonism; actives 0.61% (n = 340,000); HTR5A agonist assay, luminescence, cell-based; P47898; AID 504692; activation, % at 9.3 µM; in the data active = activation mostly above about 9.5%, no sharp cut-off; inactive = mostly below about 7.6%;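 also: 0% = cells with vehicle only and 100% = reference agonist; strong numbers were not always called active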
# Target sequence (P47898 whole entry, looked up): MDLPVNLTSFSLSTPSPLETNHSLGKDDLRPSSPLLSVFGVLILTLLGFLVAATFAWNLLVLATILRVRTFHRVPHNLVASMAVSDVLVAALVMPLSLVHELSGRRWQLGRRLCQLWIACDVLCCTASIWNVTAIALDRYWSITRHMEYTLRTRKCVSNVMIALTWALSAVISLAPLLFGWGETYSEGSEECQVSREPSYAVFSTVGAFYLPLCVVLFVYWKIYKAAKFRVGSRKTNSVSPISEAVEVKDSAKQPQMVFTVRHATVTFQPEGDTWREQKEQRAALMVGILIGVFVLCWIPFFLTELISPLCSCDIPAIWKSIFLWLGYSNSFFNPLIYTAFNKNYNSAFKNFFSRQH
# dFosB activator: activators of mouse delta FosB homodimer | actives 0.99% (n = 340,000) | activation, % at 25 µM | P13346 | AID 493131 | purified delta FosB, TAMRA-CDK5 oligo fluorescence polarization; percent of positive-control signal above neutral wells;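 active = mean activation above about 17%, with every replicate also reaching it, limit read from the data, passing the limit was not always enough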;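 also: fluorescence polarization rise as delta FosB binds a TAMRA Cdk5 AP-1 oligo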
# CDK5 inh: CDK5/p35 (human) kinase inhibition | Q00535+Q15078 | Recombinant CDK5/p35, ADP-Glo luminescence, 60 min | inhibition, % at 10 µM | actives 0.01% (n = 330,000) | AID 488839;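 active = highest replicate inhibition of at least 50% and at least 75% of replicates reaching 50%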;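 also: plate controls were DMSO neutral control for no effect and GW8510 at 10 µM for full effect; many of its hits are not listed in these tables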
# Target sequence (Q00535 whole entry, looked up): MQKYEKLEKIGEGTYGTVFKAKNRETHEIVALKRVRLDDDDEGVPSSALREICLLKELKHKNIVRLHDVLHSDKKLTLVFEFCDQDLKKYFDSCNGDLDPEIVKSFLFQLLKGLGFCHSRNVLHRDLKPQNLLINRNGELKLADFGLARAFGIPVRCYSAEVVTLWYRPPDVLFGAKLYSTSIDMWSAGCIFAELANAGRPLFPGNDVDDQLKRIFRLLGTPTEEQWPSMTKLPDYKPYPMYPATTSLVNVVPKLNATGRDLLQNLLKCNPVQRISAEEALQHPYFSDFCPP
# Target sequence (Q15078 whole entry, looked up): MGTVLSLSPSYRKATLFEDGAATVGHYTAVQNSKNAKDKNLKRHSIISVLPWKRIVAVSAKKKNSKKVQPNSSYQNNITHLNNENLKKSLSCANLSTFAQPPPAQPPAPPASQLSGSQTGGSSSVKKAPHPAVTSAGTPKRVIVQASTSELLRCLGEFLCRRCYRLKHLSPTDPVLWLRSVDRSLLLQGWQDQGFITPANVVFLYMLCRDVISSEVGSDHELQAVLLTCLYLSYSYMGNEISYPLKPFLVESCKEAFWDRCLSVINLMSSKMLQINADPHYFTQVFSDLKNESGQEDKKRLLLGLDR
# SR-BI DiI inh: blocks mouse SR-BI lipid uptake from DiI-HDL; Q61009; ldlA[mSR-BI] CHO cells, DiI-HDL uptake fluorescence, 3 h; inhibition, % at 12.5 µM; actives 0.96% (n = 320,000); AID 488896;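 active = mean replicate inhibition of at least 70% and a set share of replicates each scoring 70 or more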;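 also: 0% = median of neutral control wells and 100% = median of positive control wells; values of inactives mirror those of a sister screen read the other way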
# PvdQ inh: blocks Pseudomonas aeruginosa PvdQ acylase activity. actives 0.063% (n = 340,000). AID 488965. purified PvdQ acylase, fluorescence plate reader. inhibition, % at 10 µM; in the data active = inhibition above about 30%, passing the limit was not always enough;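 also: 0% = vehicle neutral wells and 100% = reference inhibitor wells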
# MITF TRPM1 HTS: increases MITF-driven TRPM1 promoter luciferase signal | SK-MEL-5 TRPM1-promoter luciferase, 24 h; % of positive control, neutral wells = 0 | activation, % at 12.5 µM | actives 0.75% (n = 300,000) | AID 588334;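 active = mean activation of at least 80% with every replicate also reaching 80%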;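 also: 0% = neutral control wells and 100% = parthenolide positive control wells; values of inactives mirror those of a sister screen read the other way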
# Numbers without * were called inactive; / = no result given.
# The opening two records (preview)
Molecule	SR-BI DiI-HDL act	MITF TRPM1 HTS	cardiac RTF act	PvdQ inh	CDK5 inh	dFosB activator	HTR5A ag ctr	SR-BI DiI inh	Wnt act	Rtt109 Vps75
Cn1c(=O)c2c(nc(-n3ccnc3)n2C)n(C)c1=O	10.9	0.4	7.4	-7.5	0.0	1.3	0.8	-10.9	/	1.7
C[C@H]1COC(=O)[C@H](CC(=O)OC(C)(C)C)C/C=C\C[C@H](CC(=O)N(CCO)Cc2ccccc2)C(=O)N1	9.8	2.9	-3.7	6.9	-2.1	-1.9	8.1	-9.8	-3.0	-7.1

# The whole of this part (from the top)
Molecule	SR-BI DiI-HDL act	MITF TRPM1 HTS	cardiac RTF act	PvdQ inh	CDK5 inh	dFosB activator	HTR5A ag ctr	SR-BI DiI inh	Wnt act	Rtt109 Vps75
Cn1c(=O)c2c(nc(-n3ccnc3)n2C)n(C)c1=O	10.9	0.4	7.4	-7.5	0.0	1.3	0.8	-10.9	/	1.7
C[C@H]1COC(=O)[C@H](CC(=O)OC(C)(C)C)C/C=C\C[C@H](CC(=O)N(CCO)Cc2ccccc2)C(=O)N1	9.8	2.9	-3.7	6.9	-2.1	-1.9	8.1	-9.8	-3.0	-7.1
O=C(Nc1nc2ccc(F)cc2s1)C1CCN(S(=O)(=O)c2cc([N+](=O)[O-])ccc2Cl)CC1	-76.6	-20.3	-3.5	-1.0	/	-9.1	0.4	76.6*	12.4	5.4
Cc1cc(C)cc(OC2CCCCC2NS(=O)(=O)c2ccccc2)c1 (configuration not stated)	-18.2	3.7	-1.0	-5.1	-1.6	-3.0	-3.1	18.2	28.1	1.6
O=C(NCc1ccc(F)cc1)C(C(=O)NCc1ccc(F)cc1)c1ncc(C(F)(F)F)cc1Cl	2.9	13.7	-3.5	-4.8	0.4	14.6	-0.5	-2.9	-0.8	-1.1
COC(=O)c1ccc(-c2nc(CN3CCN(Cc4cccc(C)c4)CC3)c(C)o2)cc1	-18.1	/	0.9	-10.1	-1.6	-4.0	1.1	18.1	-1.1	3.2
CCc1cccc(NS(=O)(=O)c2ccc3c(c2)NC(=O)C(C)S3)c1 (configuration not stated)	17.7	-8.5	-4.0	-6.3	-1.0	-12.3	2.3	-17.7	-4.6	-1.4
O=C(c1ccccc1)c1ncc[nH]1	-0.5	17.6	0.2	-19.1	0.6	4.0	1.2	0.5	4.5	6.5
Cc1cc(CN2C(=O)c3ccccc3C2=O)no1	18.8	9.6	-4.7	6.3	6.9	-7.9	4.2	-18.8	-2.6	57.5*
C/C(=N\Nc1ccc(Cl)cc1)c1c(O)cc(C)oc1=O	-8.2	-7.4	/	-8.0	1.3	-10.9	/	8.2	/	5.6
Cc1ccc(C(=O)Nc2c(C)cc(C)c3cccnc23)cc1	-10.2	/	2.5	-10.0	-1.2	2.0	1.8	10.2	-1.1	-2.2
Cc1c(C(C)(C)C)s/c(=N/S(=O)(=O)c2ccccc2)n1C	-11.2	9.3	6.0	-10.2	-0.1	-10.3	-4.0	11.2	-0.2	2.0
CC1(C)SC(=S)N(/N=C/c2ccccc2O)C1N(O)C(=O)Nc1ccccc1 (configuration not stated)	/	-9.1	-3.1	-6.3	-0.2	-10.3	4.0	/	0.0	5.6
CS(=O)(=O)c1ccc(Cl)c(NC(=O)c2cccc(Br)c2)c1	-43.1	12.7	-3.6	4.6	-0.4	1.2	0.1	43.1	-0.5	-7.8
CC(C)NC(=O)CN1C(=O)c2cccc3cccc1c23	4.6	/	-6.7	-8.2	0.7	1.5	1.9	-4.6	0.2	-10.2
Cc1ccc(NC(=O)[C@H](Cc2c[nH]c3ccccc23)NC(=O)[C@@H]2Cc3ccccc3CN2)c(C)c1	-46.8	/	1.8	-3.4	1.2	33.9*	-1.3	46.8	0.2	8.1
CC(NC(=O)CSc1cccc(C(F)(F)F)c1)c1ccccc1 (configuration not stated)	2.2	-2.9	-2.4	-4.1	-0.2	-3.9	2.5	-2.2	-2.3	-9.6
COc1ccc([C@H]2CC(=O)C=C(c3cc(F)ccc3F)C2)cc1OC	-39.8	-0.7	4.1	-5.3	-0.3	5.5	2.4	39.8	-5.8	2.4
COc1ccccc1C(=O)NCCC(=O)N(C)CC(=O)Nc1ccccc1Br	-1.1	12.5	1.6	-7.9	2.4	-5.7	1.6	1.1	2.6	10.7
Clc1ccc(-c2c[n+](Cc3ccc(Cl)cc3Cl)c3n2CCCCC3)cc1	/	/	-3.0	1.1	1.3	-1.5	-4.0	/	-7.3	/
O=C(OC(C(=O)NCc1ccccc1)c1ccccc1)c1ccco1 (configuration not stated)	-0.2	4.6	1.2	-5.7	-0.3	-10.8	1.1	0.2	-0.1	-1.7
CC(=O)c1cccc(NC(=O)c2ccc(S(=O)(=O)N3CCCC3)cc2)c1	-13.7	-9.2	-4.1	1.7	-0.1	-2.1	-0.3	13.7	-2.0	-7.0
Cc1ccccc1C(=O)Nc1nnc(S(=O)(=O)N2CCCCCC2)s1	/	12.4	-5.7	13.5	1.4	-11.7	7.4	/	-0.5	-3.9
O=C(CCc1nc2sc3c(c2c(=O)[nH]1)CCCC3)NCCOc1ccccc1	30.2	-2.0	-0.3	-13.8	2.0	-7.4	2.9	-30.2	-2.7	-9.6
N#C/C(=C\C1CC2C=CC1C2)c1nc2ccccc2[nH]1 (configuration not stated)	-31.9	/	14.6	-12.1	1.6	-9.8	2.9	31.9	/	11.7
COc1ccc(NC(=O)C2CCN(C(=O)C3CC(=O)N(c4ccc(C)cc4)C3)CC2)cc1 (configuration not stated)	-20.0	-6.0	-5.7	-10.8	-1.6	-5.7	0.1	20.0	-0.9	1.3
C[C@H](NC(=O)N1CCn2c1nc1ccccc12)C(=O)NCc1ccccc1	25.1	-12.4	3.7	1.4	0.0	-8.1	/	-25.1	0.2	-4.9
CCc1ccc(NC(=O)C/C(C)=N/NC(=O)OCc2ccc(OC)cc2)cc1	1.9	12.2	-5.5	4.3	0.0	-13.6	2.9	-1.9	-0.7	15.2
O=C(CSc1ccc(Cl)cc1)N1CCCC1	30.2	50.9	-1.6	-12.4	1.9	-5.2	-0.8	-30.2	/	-2.8
Cn1c(N)c(C(=O)COC(=O)CCc2ccccc2)c(=O)n(C)c1=O	35.3	5.0	-3.7	-17.8	-0.8	3.9	-0.4	-35.3	-1.4	-9.8
CCCCN(C(=O)c1cccc(S(=O)(=O)N(C)c2ccc(C)cc2)c1)c1c(N)n(CC(C)C)c(=O)[nH]c1=O	6.4	3.1	-0.8	-14.4	-3.0	-4.8	4.8	-6.4	-4.9	-1.6
COc1ccc(C(C(=O)NCC2CCCO2)N(C(=O)Cn2nnc3ccccc32)c2ccc(NC(C)=O)cc2)cc1OC (configuration not stated)	/	-2.7	3.8	-12.3	-0.6	-4.5	7.2	/	-1.8	3.6
O=C1C2C3C=CC(C4CC34)C2C(=O)N1/N=C/c1ccc(-c2cccc([N+](=O)[O-])c2)o1 (configuration not stated)	13.7	-3.7	5.6	0.7	0.7	-9.6	-0.5	-13.7	-2.2	-5.4
CC(C)Cn1c(=O)c2c(nc3n2CCCN3Cc2ccccc2)n(C)c1=O	-5.5	-3.3	-0.7	-6.1	-0.2	-10.3	2.1	5.5	-1.2	-1.5
CCN(Cc1nc(-c2ccccc2)no1)C(=O)COc1cccc(OC)c1	/	-9.7	-3.4	3.0	0.9	-4.5	-2.7	/	-4.1	-1.5
CC(=O)c1c(C)[nH]c(C(=O)NC2CCSc3ccccc32)c1C (configuration not stated)	-22.2	22.7	-5.7	11.0	-0.7	-6.6	-1.8	22.2	1.9	18.5
O=C(NCc1ccc2c(c1)OCO2)C1CCCN(C(=O)c2ccc(Cl)cc2)C1 (configuration not stated)	-18.0	1.1	1.8	-7.0	0.0	-6.9	-5.9	18.0	/	-10.0
C/C(=N/NC(=O)CN1CCN(S(=O)(=O)c2ccc(Br)cc2)CC1)c1cccnc1	8.0	-9.0	-1.1	-5.4	0.0	-9.5	-1.2	-8.0	/	-5.9
NS(=O)(=O)c1cccc(NC(=O)c2ccc3nc[nH]c3c2)c1	17.6	/	3.9	-9.1	1.3	-12.6	2.1	-17.6	-0.6	-2.4
Cc1cc(-c2n[nH]c(=S)n2/N=C/c2ccc(Br)s2)n[nH]1	17.5	3.1	0.4	-13.1	5.1	-1.0	5.5	-17.5	/	-13.7
CC(=O)c1ccc(-c2nnc(CCC(=O)N(C)Cc3c(C)nc4ccccn34)o2)s1	5.7	2.6	5.9	2.2	-2.0	3.6	4.3	-5.7	-4.1	2.8
O=C(N/N=C\c1cn[nH]c1-c1ccccc1)c1cccnc1	1.5	-7.4	7.0	-10.5	-0.1	-4.7	4.6	-1.5	-2.7	4.3
COc1cccc(OC)c1OCCCCN1CCCC1	14.8	24.8	3.1	-9.8	0.2	9.6	-0.1	-14.8	/	-2.0
COC(=O)c1ccc(-n2nnnc2SCC(=O)Nc2ccccc2F)cc1	-12.5	/	-5.9	1.3	0.7	5.7	-2.2	12.5	-2.4	4.4
OCCN(Cc1ccccc1)Cc1ccc(C(F)(F)F)cc1	1.6	-1.2	-2.1	-7.3	0.0	3.0	0.2	-1.6	/	12.0
COc1ccc(-c2nc(SC(CC(=O)NCCO)c3cccs3)n[nH]2)cc1 (configuration not stated)	22.0	-6.8	4.5	-16.5	1.3	-1.1	1.0	-22.0	-3.2	-16.6
COc1ccc(CCNC(=O)CSCc2ccc(Cl)cc2)cc1OC	-1.1	5.2	0.8	-10.4	0.4	-0.4	-3.5	1.1	-1.6	-1.6
CCNc1ccc(C2(O)C(=O)c3ccccc3C2=O)cc1	38.6	2.7	-1.7	-12.6	-1.9	-4.9	-2.2	-38.6	-0.5	/
Cc1ccc(C(=O)N/C(=C\c2ccccc2)C(=O)NCCN2CCOCC2)cc1	/	-7.1	-3.5	-5.7	-1.0	-9.5	0.8	/	0.6	-5.4
NC(=S)N/N=C/c1ccc(-c2ccc(Cl)c(Cl)c2)o1	-85.5	5.0	-6.3	3.6	-1.1	-5.1	9.0	85.5*	/	5.5
CCN1C(=NCc2cc(OC)c(OC)c(OC)c2)N[C@@H](c2ccccc2)C(C(=O)OC)=C1C	-6.6	-9.3	-1.3	6.6	0.5	-0.9	-1.5	6.6	/	8.2
O=C(/C=C\c1ccccc1)Oc1cccc2cccnc12	-4.7	-11.4	9.7	4.8	0.8	-8.5	-2.9	4.7	7.7	32.9
COCCNC(=O)c1c[nH]n2c(=O)cc(C3CCN(C(=O)OC(C)(C)C)CC3)nc12	-7.3	-5.0	0.3	-11.8	0.3	-8.8	6.9	7.3	-2.8	1.8
O=[N+]([O-])c1cccc(/C=C/c2nc3ccc([N+](=O)[O-])cc3[nH]2)c1	-52.5	6.2	-5.5	5.1	2.6	2.9	8.8	52.5	12.3	-12.5

# Screening data (PubChem BioAssay)
